From PubChem
PLCg1 inh – blocks human PLC-gamma1 enzyme activity | P19174 | purified PLC-gamma1, fluorogenic substrate, fluorescence | inhibition, % at 12.2 µM | 0.84% of 370,000 active | AID 720700; in the data active means inhibition above about 9.5%
Tn7 DDE FP – disrupts Tn7 cyclic peptide binding to fibrin D-Dimer-E complex. P02675. FP displacement of FITC-Tn7 peptide from fibrin DD(E); 0% = median of compound wells per plate. inhibition, % at 8.3 µM. 0.13% of 370,000 active. AID 720508;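 active means inhibition above the mean of compounds falling within the control limits plus 3 SD of them, cut at about 14% in these data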;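 further: 0% = plate median of compound wells and 100% = 10 µM Aha-Tn7 peptide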
Target sequence (P02675 whole entry, looked up): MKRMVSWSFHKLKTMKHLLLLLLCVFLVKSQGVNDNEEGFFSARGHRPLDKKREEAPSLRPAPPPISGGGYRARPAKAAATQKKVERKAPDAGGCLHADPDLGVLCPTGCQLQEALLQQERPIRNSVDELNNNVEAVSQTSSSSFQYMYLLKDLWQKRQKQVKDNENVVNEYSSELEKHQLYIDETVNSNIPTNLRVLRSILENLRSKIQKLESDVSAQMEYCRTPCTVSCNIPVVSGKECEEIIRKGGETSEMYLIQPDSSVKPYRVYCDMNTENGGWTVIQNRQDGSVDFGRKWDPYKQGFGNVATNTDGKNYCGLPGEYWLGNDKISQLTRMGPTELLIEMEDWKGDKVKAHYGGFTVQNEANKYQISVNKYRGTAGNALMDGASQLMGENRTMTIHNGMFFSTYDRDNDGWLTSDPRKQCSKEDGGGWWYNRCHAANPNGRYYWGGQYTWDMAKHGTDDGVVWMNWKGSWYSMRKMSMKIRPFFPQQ
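Assay system: Human fibrin DD(E) protein | Medium: Tris buffer with calcium and detergent, pH 7.8 | Reagent: 0.1 µM fluorescent Tn7 | Compound dosing: Single point at 8.3 µM | Times: 10 min preincubation, 3 h with tracer, room temperature | Detection: Fluorescence polarization of the labelled Tn7 tracer | Controls: Aha-Tn7 high control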
NR1D1 modulator – modulates human Rev-erb alpha binding to DNA. activity, % at 10 µM. Rev-erbα–FITC-DNA binding, fluorescence polarization, 90 min. AID 1259318. P20393. 0.79% of 370,000 active;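 active means activity above about 14%, limit read from the data; passing the limit was not always enough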;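 further: 0% = DMSO wells with 35 nM protein and 100% = DMSO wells with 750 nM protein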
Tn6 DDE FP – disrupts Tn6 cyclic peptide binding to fibrin D-Dimer-E complex | 0.21% of 370,000 active | P02675 | inhibition, % at 8.3 µM | Fibrin DD(E) TRITC-Tn6 fluorescence polarization displacement;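 active means inhibition above a per-campaign cutoff: mean of compounds within control limits plus 3 SD, cut at about 15% in these data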;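 further: 0% = median of all compound wells on the plate and 100% = blocking peptide control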
KLK7 zymogen act – activates the human kallikrein-7 zymogen; 0.9% of 370,000 active; activation, % at 7 µM; P49862; purified proKLK7, EDANS-DABCYL substrate fluorescence; 100% is mature enzyme control, 0% vehicle;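 active means activation above the mean of all tested compounds plus 3 SD, computed per campaign excluding outliers beyond control limits, cut at about 13% in these data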
ARFGAP1 inhibitor – inhibits rat ARF GTPase activating protein 1; Q62848; 0.26% of 360,000 active; inhibition, % at 16.5 µM; Arfgap1-stimulated ARF1 GTP hydrolysis, GDP FP detection;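 active means inhibition above a per-plate limit, mean inhibition of low control wells plus 3 SD, cut at about 25% in these data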;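 further: 0% = DMSO wells with enzyme and 100% = wells lacking Arfgap1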
Target sequence (Q62848 1-136 limits assumed): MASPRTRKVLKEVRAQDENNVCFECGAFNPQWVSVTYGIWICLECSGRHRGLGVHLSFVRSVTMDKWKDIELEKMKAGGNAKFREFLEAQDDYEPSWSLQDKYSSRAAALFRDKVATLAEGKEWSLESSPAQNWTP
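Assay system: Rat Arfgap1 GAP domain (His6, aa 1-136), purified enzyme | Buffer or medium: HEPES 25 mM pH 7.5, NaCl 150 mM, MgCl2, DTT | Schedule: GTP hydrolysis reaction 2 h at 25 °C | Signal: FP of antibody-bound GDP Alexa 633 tracer, ex 620/em 688 nm | Measure: Percent inhibition of Arfgap1-stimulated GTP hydrolysis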
PLC-beta3 inh – blocks human PLC-beta3 enzyme activity | Q01970 | Purified PLC-beta3, fluorogenic substrate, fluorescence | inhibition, % at 12.2 µM | 0.18% of 370,000 active | AID 720704; in the data active means inhibition above about 11%;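 further: 0% = median of compound wells on plate and 100% = full blocker control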
UHRF1 MBD2 ctr – human UHRF1 methylated DNA binding inhibitors | inhibition, % at 4.4 µM | Q96T88 | UHRF1 binding to methylated oligo, TR-FRET | 0.75% of 370,000 active | AID 687016; in the data active means inhibition above about 21%;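 further: UHRF1 SRA domain binding a hemimethylated CpG hairpin DNA probe; 0% = median of test compound wells and 100% = reference inhibitor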
ASAP1 inh – blocks human ASAP1-stimulated Arf1 GTP hydrolysis; Q9ULH1; GDP FP detection; inhibition, % at 16.5 µM; 0.19% of 360,000 active; AID 624377; in the data active means inhibition above about 25%;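 further: 0% = vehicle with enzyme and substrate and 100% = no enzyme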
Target sequence (Q9ULH1 325-724 limits assumed): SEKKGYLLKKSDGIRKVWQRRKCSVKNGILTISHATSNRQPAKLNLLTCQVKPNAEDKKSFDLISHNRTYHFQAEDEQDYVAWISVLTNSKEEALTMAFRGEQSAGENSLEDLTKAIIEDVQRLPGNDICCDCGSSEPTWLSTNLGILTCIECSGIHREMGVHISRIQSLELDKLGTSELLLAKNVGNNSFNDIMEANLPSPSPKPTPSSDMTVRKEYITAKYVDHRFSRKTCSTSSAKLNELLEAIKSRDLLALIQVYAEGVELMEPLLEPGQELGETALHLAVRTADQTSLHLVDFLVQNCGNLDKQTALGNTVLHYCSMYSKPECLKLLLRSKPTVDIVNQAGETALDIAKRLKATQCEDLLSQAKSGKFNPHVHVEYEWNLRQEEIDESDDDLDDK
sPLA2-III inh – Blocks human group III sPLA2 activity; Q9NZ20; QFRET BODIPY PC-A2 liposome hydrolysis, fluorescence; inhibition, % at 12.2 µM; 0.56% of 370,000 active; AID 743126;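 active means inhibition above mean plus 3 SD of compounds lying within the high and low control bounds, cut at about 19% in these data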;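 further: 0% = median of test compound wells and 100% = no enzyme DMSO wells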
Active calls of the source: *; i = inactive; . = not tested or not shown.

molecule | PLCg1 inh | Tn7 DDE FP | NR1D1 modulator | Tn6 DDE FP | KLK7 zymogen act | ARFGAP1 inhibitor | PLC-beta3 inh | UHRF1 MBD2 ctr | ASAP1 inh | sPLA2-III inh
COc1cccc(/C=N/n2nnnc2N)c1O | -34 | 4 | 1 | -1 | 0.8 | -4 | -55 | 0 | -1 | 2
CN(Cc1cnccn1)Cc1ccccc1OCC(O)CN1CCc2ccccc2C1 (configuration not stated) | -1 | 1 | -4 | 1 | 0.0 | 3 | -9 | 3 | -3 | 2
Cc1cc(C)nc(SCCCn2c(=O)[nH]c3ccccc32)n1 | 2 | 0 | 4 | -4 | 0.0 | -15 | 2 | 4 | 1 | 2
CC(=O)Cc1nsc(Nc2ccc(F)cc2)n1 | -1 | -3 | 0 | 2 | -0.2 | 1 | -6 | -3 | 1 | -13
CCCN(C(=O)c1cccs1)c1nnc(-c2ccncc2)s1 | -1 | 4 | -2 | 11 | 1.5 | -9 | -3 | -1 | 5 | 0
O=C(NC1CCN(S(=O)(=O)c2ccccc2F)CC1)c1ccco1 | -1 | -3 | 1 | 5 | -0.2 | 6 | -1 | 3 | 5 | -3
CC1CN(C(=O)c2ccc(S(=O)(=O)Nc3ccccc3F)cc2)CC(C)O1 (configuration not stated) | 4 | 1 | 1 | 2 | -0.5 | 6 | -6 | -2 | -13 | 1
C[C@@H]1C=C(C(=O)N2CCN(C)CC2)O[C@H](OCc2ccc(CO)cc2)C1 | 0 | 0 | -2 | -8 | -0.1 | -3 | -1 | 8 | 0 | 15
COc1ccc(S(=O)(=O)N2CCCCC2c2cc(C(=O)NCc3ccc(F)cc3)no2)cc1 (configuration not stated) | 6 | -10 | 1 | 3 | 1.0 | 9 | 3 | 1 | -10 | -7
COc1ccc(N=C2SC(CC(=O)Nc3ccccc3)C(=O)N2Cc2ccccn2)cc1 (configuration not stated) | 0 | 5 | 3 | 6 | 0.8 | 4 | -1 | 0 | 12 | -18
Cn1c(Cc2cccc3ccccc23)nnc1SCC(=O)N1CCN(c2cccc(Cl)c2)CC1 | 3 | 2 | 0 | 8 | 0.6 | -6 | 2 | -2 | -13 | -42
Cc1ccc(S(=O)(=O)N(C)C)cc1NC(=O)COC(=O)CCC(=O)c1ccc(F)cc1 | 4 | 4 | 0 | -1 | -0.1 | -10 | 4 | 0 | 14 | -8
O=C(NCC1CCCO1)c1cn(Cc2ccccc2)nc1-c1ccc(Cl)cc1 (configuration not stated) | 6 | -2 | -2 | -2 | -0.2 | 0 | -4 | -1 | -1 | -13
CCOC(=O)c1c(NC(=O)CSc2ncnc3[nH]ncc23)sc2c1CCC(C)C2 (configuration not stated) | -3 | 2 | -3 | 1 | 0.4 | 1 | 0 | 2 | 7 | -1
CCOc1ccccc1NC(=O)CSc1c(C)n[nH]c1C | 8 | -3 | 0 | 1 | -0.7 | 1 | 5 | 3 | -7 | 8

Additional structures
molecule | PLCg1 inh | Tn7 DDE FP | NR1D1 modulator | Tn6 DDE FP | KLK7 zymogen act | ARFGAP1 inhibitor | PLC-beta3 inh | UHRF1 MBD2 ctr | ASAP1 inh | sPLA2-III inh
CCOc1ccc(S(=O)(=O)N2CCCCC2)cc1NC(=O)CN1CCCC1c1cccs1 (configuration not stated) | 3 | 10 | 0 | -2 | 0.4 | -3 | -3 | -2 | 5 | 10
CC(=O)CC[C@@H]1CC[C@]2(CCCN(C(=O)C3CCCCC3)C2)O1 | 0 | -1 | -1 | 5 | 0.0 | . | 0 | -1 | . | 4
CC(C)N(Cc1cnn(C)c1)C(=O)c1ccc(OC2CCN(Cc3ccccn3)CC2)cc1 | -4 | 4 | -5 | -12 | -0.1 | 11 | -13 | -1 | -26 | 7
COc1ccc(C2(c3ccc(OC)cc3)NC(=O)N(CC(=O)NC3(C#N)CCCC3)C2=O)cc1 | 3 | 4 | 3 | 3 | 0.5 | 7 | -1 | 0 | 3 | -5
Cc1cc(C)cc(OCC(=O)OC/C(O)=C(\C#N)c2nc3ccccc3[nH]2)c1 | -23 | -3 | 0 | 0 | 0.6 | 8 | -27 | -14 | 4 | -12
Cc1cc(-c2ccncc2)n2ncc(-c3ccccc3)c2n1 | 1 | -9 | -5 | -4 | 0.0 | -7 | 3 | -2 | 9 | -2
CSc1ncccc1C(=O)NCc1ccc(C)cc1 | -1 | 6 | -3 | 4 | 0.0 | -5 | -1 | -6 | 0 | 2
Cc1csc(=O)n1CC(=O)OCC(=O)Nc1ccccc1C(C)C | 2 | -3 | -2 | -3 | -0.4 | 0 | -9 | 0 | 15 | 11
Cc1cccc(NC(=O)CSCC(=O)OCc2ccccn2)c1 | 0 | 3 | -2 | 0 | -0.6 | 6 | -14 | 8 | -6 | 15
O=S(=O)(Cc1cc(Cl)nc(-c2ccncc2)n1)c1ccccc1 | -1 | 1 | 3 | -1 | -0.1 | 1 | 0 | -1 | 2 | -18
OCCC1CN(Cc2cnc(N3CCOCC3)s2)CCN1C1CCCC1 (configuration not stated) | 0 | 4 | 0 | -3 | -0.5 | -4 | -5 | 2 | 2 | 7
CCC(CC)NC(=O)c1cc(S(=O)(=O)N2CCCCC2)ccc1N1CCOCC1 | -4 | -5 | -4 | -3 | 0.4 | -3 | -1 | -1 | -7 | -1
Cc1ccc(C)c(NC(=O)C2=CCN(S(=O)(=O)c3ccc(F)cc3)CC2)c1 | 0 | -5 | 1 | -6 | -0.5 | 1 | 1 | 2 | 9 | 6
CCc1ccc(C(=O)CSc2nc3cc(S(=O)(=O)N4CCOCC4)ccc3n2CC)cc1 | -3 | 0 | 1 | 3 | 0.0 | -3 | -3 | 10 | 1 | -23
COc1ccccc1C1C=C(c2ccc(C)cc2)Nc2nnnn21 (configuration not stated) | i | 2 | 1 | 2 | 19* | 4 | i | 4 | 18 | -15

Additional entries:
molecule | PLCg1 inh | Tn7 DDE FP | NR1D1 modulator | Tn6 DDE FP | KLK7 zymogen act | ARFGAP1 inhibitor | PLC-beta3 inh | UHRF1 MBD2 ctr | ASAP1 inh | sPLA2-III inh
CCOC(=O)C1=C(N)n2c(s/c(=C\c3ccncc3)c2=O)=C(C(=O)OCC)C1c1ccncc1 (configuration not stated) | 0 | 4 | -6 | 5 | 0.3 | 8 | 0 | 2 | 0 | -1
CCCCNC(=O)c1c(CSc2ccccc2)noc1C(=O)NCc1ccccc1 | -2 | 6 | 2 | -6 | 0.3 | 6 | -5 | 0 | -6 | -6
O=c1c(-c2ccc(O)cc2)coc2cc(OC3OC(CO)C(O)C(O)C3O)cc(O)c12 (configuration not stated) | 1 | 7 | -1 | -6 | 0.3 | 4 | 3 | -5 | 9 | 7
CCCOc1ccc(NC(=O)C2CCCNC2=O)cc1 (configuration not stated) | -2 | 0 | 0 | -8 | -0.8 | 1 | 0 | 0 | -10 | 5
O=S(=O)(NCCOC12CC3CC(CC(C3)C1)C2)c1cccc2nsnc12 | 4 | -1 | -1 | -1 | 6.5 | 1 | 5 | 2 | 9 | 1
Cn1cccc1C(=O)N1CCN(S(=O)(=O)c2ccc(Cl)s2)CC1 | 0 | 3 | -3 | 1 | -0.1 | . | -4 | 0 | . | -6
CC1CCCCN1C(C(=O)O)c1ccccc1 (configuration not stated) | -1 | -8 | -3 | -6 | -0.5 | -10 | 4 | 0 | -4 | -1
CCN(CC(=O)Nc1ccc(NC(C)=O)cc1)C(=O)c1cccnc1Sc1ccc(C)c(C)c1 | 3 | -3 | 3 | -5 | 0.6 | -3 | -2 | -1 | 4 | -5
CCc1nc2nc(C)c(NS(=O)(=O)c3ccc(Cl)s3)c(=O)n2[nH]1 | 0 | -2 | 3 | 11 | 0.0 | -13 | -1 | 0 | -6 | 0
CN1CCN(C(=O)c2ccc(CNS(=O)(=O)c3cccc(Cl)c3)cc2)CC1 | 7 | -4 | 5 | 1 | 0.5 | -3 | 4 | 3 | 15 | -8
Cc1cccc(NC(=O)CN2C(=O)c3ccccc3S2(=O)=O)n1 | 8 | 2 | 2 | -6 | 0.1 | 17 | 5 | 2 | 1 | 8
CCc1nc2ccc(C(=O)Nc3cccc(C(C)=O)c3)cc2nc1CC | 0 | 9 | 3 | -2 | -0.8 | -7 | 1 | 0 | 6 | -4
NC(=O)C1CCN(c2ncccc2[N+](=O)[O-])CC1 | 1 | 2 | -1 | 8 | 0.6 | -5 | -5 | -1 | -3 | 3
O=C(COc1ncnc2ccccc12)Nc1cc([N+](=O)[O-])ccc1F | 1 | -7 | -1 | 4 | -0.3 | -5 | -5 | 1 | 0 | -6
CCNC(=O)COc1ccc(C=O)cc1OC | 2 | 0 | 0 | 5 | 0.2 | 4 | 6 | -2 | -7 | 3

Whole records, looked up by structure:
`CCc1ccc(C(=O)CSc2nc3cc(S(=O)(=O)N4CCOCC4)ccc3n2CC)cc1` across the screens: PLCg1 inh: -3; Tn7 DDE FP: 0; NR1D1 modulator: 1; Tn6 DDE FP: 3; KLK7 zymogen act: 0.0; ARFGAP1 inhibitor: -3; PLC-beta3 inh: -3; UHRF1 MBD2 ctr: 10; ASAP1 inh: 1; sPLA2-III inh: -23
`C[C@@H]1C=C(C(=O)N2CCN(C)CC2)O[C@H](OCc2ccc(CO)cc2)C1` across the screens: PLCg1 inh: 0; Tn7 DDE FP: 0; NR1D1 modulator: -2; Tn6 DDE FP: -8; KLK7 zymogen act: -0.1; ARFGAP1 inhibitor: -3; PLC-beta3 inh: -1; UHRF1 MBD2 ctr: 8; ASAP1 inh: 0; sPLA2-III inh: 15

The listing continues:
molecule | PLCg1 inh | Tn7 DDE FP | NR1D1 modulator | Tn6 DDE FP | KLK7 zymogen act | ARFGAP1 inhibitor | PLC-beta3 inh | UHRF1 MBD2 ctr | ASAP1 inh | sPLA2-III inh
Cc1ccc(S(=O)(=O)Cc2ccc(C(=O)N3CCN(c4cccc(C)c4C)CC3)o2)cc1 | 0 | 6 | 6 | -5 | -0.2 | -9 | -6 | 0 | -10 | -5
COc1cc(C(=O)OC(C)C(=O)N2CCc3ccccc3C2)ccc1OCC(=O)N1CCOCC1 (configuration not stated) | 2 | 5 | 2 | -2 | 0.2 | -1 | 0 | -2 | 5 | 8
CC(C)(C)C1CCc2onc(C(=O)Nc3cnn(Cc4ccc(F)cc4)c3)c2C1 (configuration not stated) | 7 | -1 | -2 | 5 | 0.0 | 7 | 6 | 3 | 18 | -3
CC(C)c1ccccc1NC(=O)c1ccc2ncsc2c1 | -2 | -1 | 1 | 7 | 0.0 | 3 | -11 | -1 | 4 | 0
CCc1ccccc1NC(=O)/C(C#N)=C/c1ccc(Sc2ccccc2)o1 | -4 | -3 | -3 | 2 | 0.0 | -9 | -6 | 0 | 8 | 1
CSc1ccccc1NC(=O)C1(C)CCN1C(=O)CCC1CCCC1 (configuration not stated) | -1 | 5 | 2 | 1 | 0.0 | 1 | 0 | 9 | 0 | -2
COc1ccc(OC)c(NC(=O)COC(=O)/C=C/c2ccc(Cl)cc2)c1 | 3 | -3 | 1 | 6 | 0.2 | -4 | 0 | -5 | 4 | 3
